BLM inh: qHTS Assay for Inhibitors of Bloom's syndrome helicase (BLM); Potency, µM (top dose mostly 56.1 µM), inactives show top-dose activity change, negative = inhibition, most hits filed as inhibitors; RecQ-like DNA helicase BLM (Homo sapiens), P54132; recombinant BLM DNA unwinding, fluorescence dequenching; hit rate 0.2% among 350,000;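 note: plate controls were vehicle for no effect and no enzyme for full effect; nearly all actives have a fitted effect of over 35% in size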
POLI inh: qHTS for Inhibitors of Polymerase Iota; hit rate 1% among 390,000; Pol iota fluorescent replication assay, 10 min; Potency, µM (series often up to 115 µM), without a hit: at the top dose activity, negative = inhibition, actives largely listed as inhibitors
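Pol iota at 10 nM preincubated 15 min with compounds at room temperature; reaction started with fluorescent substrate, 50 nM final. Fluorescence read kinetically at 0 and 10 min; buffer-only wells as negative control.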
Pol eta inh: qHTS for Inhibitors of Polymerase Eta; DNA polymerase eta (Homo sapiens), Q9Y253; recombinant Pol eta, fluorescent DNA replication assay; Potency, µM (highest dose often 114 µM), inactives show at the top dose activity change, negative = inhibition, usual class: inhibitors; hit rate 1.2% among 390,000; note: % is set by controls: 0 for no effect and ±100 for the full control effect
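Fluorescent replication assay: 50 nM final substrate added after a 15 min room-temperature compound preincubation with 10 nM enzyme. Signal taken at 0 min and again at 10 min.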
JMJD2A Tudor: qHTS Assay for Inhibitors of JMJD2A-Tudor Domain | Lysine-specific demethylase 4A (Homo sapiens), O75164 | AlphaScreen JMJD2A-Tudor / H3K4me3 peptide binding | Potency, µM (top dose mostly 114 µM), for the others: at the highest dose activity change, negative = inhibition, most hits filed as inhibitors | hit rate 4.4% among 390,000 | AID 504339, 2011; note: % is set by controls: 0 for no effect and ±100 for the full control effect; nearly all actives have a fitted effect of over 50% in size
APE1 inh: qHTS Assay for Inhibitors of the Human Apurinic/apyrimidinic Endonuclease 1 (APE1); Potency, µM (series often up to 65.8 µM), without a hit: top-dose activity change, negative = inhibition, most hits filed as inhibitors; AID 2517, 2012; hit rate 0.35% among 350,000; recombinant APE1, TAMRA/BHQ-2 abasic DNA cleavage fluorescence; DNA repair nuclease/redox regulator APEX1 (Homo sapiens), P27695;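 note: plate controls were vehicle for no effect and reference inhibitor for full effect; nearly all actives have a fitted effect of over 55% in size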
Target sequence (P27695 whole entry, looked up): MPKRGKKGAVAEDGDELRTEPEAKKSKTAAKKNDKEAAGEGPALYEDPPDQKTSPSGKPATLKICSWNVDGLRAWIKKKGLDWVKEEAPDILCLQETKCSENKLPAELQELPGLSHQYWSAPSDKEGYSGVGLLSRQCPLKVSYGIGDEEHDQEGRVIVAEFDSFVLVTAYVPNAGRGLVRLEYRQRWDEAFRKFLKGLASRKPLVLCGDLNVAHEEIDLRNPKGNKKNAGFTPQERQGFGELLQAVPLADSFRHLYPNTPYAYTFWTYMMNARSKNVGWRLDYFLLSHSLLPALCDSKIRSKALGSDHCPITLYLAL
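Activity was derived from the fluorescence gain between first and third kinetic reads (60 s intervals, ex 525/em 598 nm) after 50 nM THF-abasic TAMRA/BHQ-2 duplex was added to 0.75 nM APE1 preincubated 15 min with compound.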
Pol beta inh: qHTS Assay for Inhibitors of DNA Polymerase Beta. AID 485314, 2010. hit rate 1.3% among 340,000. P06746. Pol beta primer extension/strand displacement, fluorescence kinetic. Potency, µM (doses to about 114 µM), for inactives: at the highest dose activity change, negative = inhibition, actives largely listed as inhibitors; note: % is set by controls: 0 for no effect and ±100 for the full control effect
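Preincubation: enzyme (10 nM) with compound, 15 min, RT. Reaction: substrate added to 50 nM final. Reads: 0 and 10 min. Analysis: normalized, Hill fit.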
G9a inh: qHTS Assay for Inhibitors of Histone Lysine Methyltransferase G9a | Histone-lysine N-methyltransferase EHMT2 (Homo sapiens), Q96KQ7 | G9a H3K9 monomethylation, AlphaScreen, 2 h | hit rate 8.8% among 350,000 | Potency, µM (series often up to 102 µM), for inactives: at the top dose activity, negative = inhibition, hits mostly inhibitors | AID 504332, 2011; note: % is set by controls: 0 for no effect and ±100 for the full control effect; nearly all actives have a fitted effect of over 75% in size
Target sequence (Q96KQ7 913-1193 limits assumed): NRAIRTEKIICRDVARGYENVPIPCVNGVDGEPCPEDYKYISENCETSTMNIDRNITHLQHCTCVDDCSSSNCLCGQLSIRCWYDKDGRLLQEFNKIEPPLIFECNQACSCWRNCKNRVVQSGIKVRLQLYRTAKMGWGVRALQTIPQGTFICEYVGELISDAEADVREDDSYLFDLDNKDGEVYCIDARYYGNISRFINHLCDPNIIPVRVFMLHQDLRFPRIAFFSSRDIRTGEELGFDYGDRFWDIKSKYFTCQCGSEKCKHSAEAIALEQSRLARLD
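G9a (20 nM) was preincubated 15 min with compound, then reacted 2 h at room temperature with 500 nM biotin-H3K9 peptide and 20 µM SAM. Monomethyl-H3K9 detected by AlphaScreen using anti-H3K9me1 antibody.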
Pol kappa inh: qHTS for Inhibitors of Polymerase Kappa; DNA polymerase kappa (Homo sapiens), Q9UBT6; purified Pol kappa, fluorescent DNA synthesis assay, 10 min; Potency, µM (series often up to 107 µM), for the others: top-dose activity, negative = inhibition, actives largely listed as inhibitors; hit rate 0.53% among 400,000; note: % is set by controls: 0 for no effect and ±100 for the full control effect
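Readout: fluorescence, taken kinetically at 0 and 10 min. Conditions: 10 nM Pol kappa, 15 min RT compound preincubation, 50 nM substrate final. Controls: enzyme-free buffer wells.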
BAZ2B block: qHTS Assay for Inhibitors of BAZ2B; Bromodomain adjacent to zinc finger domain protein 2B (Homo sapiens), Q9UIF8; AlphaScreen BAZ2B-H3K14Ac peptide displacement; Potency, µM (doses to about 114 µM), inactives show top-dose activity change, negative = inhibition, actives largely listed as inhibitors; hit rate 4.4% among 360,000; AID 504333, 2011; note: % is set by controls: 0 for no effect and ±100 for the full control effect; nearly all actives have a fitted effect of over 60% in size
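AlphaScreen luminescence quantifies BAZ2B engagement of H3K14Ac peptide; the protein and biotinylated peptide are both at 50 nM final, buffer PBS pH 7.4 with 0.01% Tween-20, all steps at room temperature.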
* marks the source's active call; other numbers are inactive results; ? = inconclusive; . = not tested or not shown; [ ] = another dose, or the depositor's remark. Calls come from the whole dose curve; as a rule, active = well fitted curve in the direction sought with a large enough effect; inconclusive = small, poorly fitted or top-dose-only effect, or another doubt; inactive = no such curve, though single readings can be large; an effect the other way counts as inactive or inconclusive. Potency is the fitted concentration of half-maximal effect. Some of the compounds tested, so the mix of outcomes need not match the whole.

1) Cn1c(-c2cccc(Br)c2)cnc1NCc1ccccc1O
2) CC(=O)c1[nH]c(C)c(C(=O)N2CCCC(Nc3cccc(F)c3)C2)c1C (stereo not given)
3) CC(C)(C)NC(=O)N1CCCC(C(=O)c2cccc(Cl)c2)C1 (stereo not given)
4) COc1ccc(CN2CCN(Cc3ccc(C)cc3)CC2)c(OC)c1
5) O=c1c2ccccc2n2c(-c3ccc(C(F)(F)F)cc3)nnc2n1Cc1ccccc1
6) O=C(C1CCC(CNc2c(N3CCCC3)c(=O)c2=O)CC1)N1CCc2ccccc21 (stereo not given)
7) Cc1ccc(CN2CCN(C3CSCCSC3)CC2CCO)cc1 (stereo not given)
8) Cc1onc(-c2ccccc2)c1C(=O)NCC1CCN(C(=O)c2c(-c3ccccc3)noc2C)CC1

Compound	1	2	3	4	5	6	7	8
APE1 inh	0%	37%	8%	-2%	-6%	-6%	2%	-4%
JMJD2A Tudor	20µM*	-11%	-12%	3.2µM*	-4%	-10%	-18%	-7%
Pol kappa inh	-8%	8%	-21%	-1%	-6%	1%	-18%	-8%
POLI inh	19%	-16%	-17%	146%[activator]	0%	?	17%	2%
Pol eta inh	0%	-5%	-20%	-11%	-3%	-3%	-22%	0%
Pol beta inh	36%	4%	9%	33%	1%[57.1 µM]	4%	12%	32%
BAZ2B block	50µM*	-28%	5%	22µM*	-5%	-17%	4%	-4%
BLM inh	-4%	-1%	-1%	3%	2%	-2%	-3%	2%
G9a inh	.	23%	11%	50µM*	?	8%	-6%	4%[59 µM]

9) CC(=O)c1ccc(-c2ccccc2OC(F)(F)F)o1
10) Cc1ccc(NCc2cccn2-c2nnc(N3CCC(C(=O)NCCc4ccc(Cl)cc4)CC3)s2)cc1
11) CCCc1nn(C)c(C(=O)Nc2cccc(C)c2)c1Cl
12) Cc1ccc(N2C(=O)CC(Sc3ccccc3C(=O)O)C2=O)cc1 (stereo not given)
13) O=C(CC(SCc1ccco1)c1ccc(O)cc1)c1cccs1 (stereo not given)
14) CCc1ccc2occ(CC(=O)N(Cc3ccc(N(C)C)cc3)C3CCS(=O)(=O)C3)c2c1 (stereo not given)
15) CCOc1ccc(/C=N/NC(=O)C(C)N(c2ccc(OC)cc2)S(C)(=O)=O)cc1OCC (stereo not given)
16) O=C(Nc1cc(S(=O)(=O)N2CCOCC2)ccc1N1CCCC1)c1cc(F)c(F)cc1Cl

Compound	9	10	11	12	13	14	15	16
APE1 inh	-5%	.	-4%	5%	-6%	.	-6%	10%
JMJD2A Tudor	12%	-15%	48%[activator]	?	?	40µM*	-15%	-14%
Pol kappa inh	0%	4%	-17%	-6%	-6%	-21%	-4%	5%
POLI inh	0%	0%	10%	6%	-10%	0%	-5%	16%
Pol eta inh	-12%	.	6%	-11%	-19%	-22%	-8%	-9%
Pol beta inh	13%	8%	5%	-28%	2%	4%	-1%	.
BAZ2B block	-17%	-5%	50%[activator]	-7%	?	20µM*	-7%	15%
BLM inh	-4%	-8%	-6%	1%	-16%	-7%	-11%	.
G9a inh	.	5%[59 µM]	2%[59 µM]	?	-18%[59 µM]	13µM*	0%	-27%

17) CCc1sc(C(=O)NCCc2ccc(S(N)(=O)=O)cc2)cc1C
18) O=C(Nc1ccc(F)cc1F)c1ccc2c(c1)[nH]c(=O)n2Cc1ccc(F)cc1
19) COCCCNC(=O)C1CCCN(S(=O)(=O)c2ccc(C)cc2)C1 (stereo not given)
20) CCN(CC)C1CCS(=O)(=O)C1 (stereo not given)
21) Cc1ccc(CNC(=O)CCc2ccccc2)cc1

Compound	17	18	19	20	21
APE1 inh	8%	13%	7%	-5%	3%
JMJD2A Tudor	-8%	-4%	-5%	-1%	1%
Pol kappa inh	-14%	-9%	-8%	4%	0%
POLI inh	?	28%	3%	?	-12%
Pol eta inh	-7%	-16%	-14%	-8%	-7%
Pol beta inh	83%	-7%	-11%	-1%	8%
BAZ2B block	-2%	2%	3%	-3%	4%
BLM inh	-2%	-5%	2%	-5%	-2%
G9a inh	5%	18%	-4%[59 µM]	-1%	7%

12 entries from above in a different format.
#	canonical_smiles	APE1 inh	JMJD2A Tudor	Pol kappa inh	POLI inh	Pol eta inh	Pol beta inh	BAZ2B block	BLM inh	G9a inh
7	Cc1ccc(CN2CCN(C3CSCCSC3)CC2CCO)cc1 (stereo not given)	2%	-18%	-18%	17%	-22%	12%	4%	-3%	-6%
8	Cc1onc(-c2ccccc2)c1C(=O)NCC1CCN(C(=O)c2c(-c3ccccc3)noc2C)CC1	-4%	-7%	-8%	2%	0%	32%	-4%	2%	4%[59 µM]
9	CC(=O)c1ccc(-c2ccccc2OC(F)(F)F)o1	-5%	12%	0%	0%	-12%	13%	-17%	-4%	.
10	Cc1ccc(NCc2cccn2-c2nnc(N3CCC(C(=O)NCCc4ccc(Cl)cc4)CC3)s2)cc1	.	-15%	4%	0%	.	8%	-5%	-8%	5%[59 µM]
11	CCCc1nn(C)c(C(=O)Nc2cccc(C)c2)c1Cl	-4%	48%[activator]	-17%	10%	6%	5%	50%[activator]	-6%	2%[59 µM]
12	Cc1ccc(N2C(=O)CC(Sc3ccccc3C(=O)O)C2=O)cc1 (stereo not given)	5%	?	-6%	6%	-11%	-28%	-7%	1%	?
13	O=C(CC(SCc1ccco1)c1ccc(O)cc1)c1cccs1 (stereo not given)	-6%	?	-6%	-10%	-19%	2%	?	-16%	-18%[59 µM]
14	CCc1ccc2occ(CC(=O)N(Cc3ccc(N(C)C)cc3)C3CCS(=O)(=O)C3)c2c1 (stereo not given)	.	40µM*	-21%	0%	-22%	4%	20µM*	-7%	13µM*
15	CCOc1ccc(/C=N/NC(=O)C(C)N(c2ccc(OC)cc2)S(C)(=O)=O)cc1OCC (stereo not given)	-6%	-15%	-4%	-5%	-8%	-1%	-7%	-11%	0%
16	O=C(Nc1cc(S(=O)(=O)N2CCOCC2)ccc1N1CCCC1)c1cc(F)c(F)cc1Cl	10%	-14%	5%	16%	-9%	.	15%	.	-27%
17	CCc1sc(C(=O)NCCc2ccc(S(N)(=O)=O)cc2)cc1C	8%	-8%	-14%	?	-7%	83%	-2%	-2%	5%
18	O=C(Nc1ccc(F)cc1F)c1ccc2c(c1)[nH]c(=O)n2Cc1ccc(F)cc1	13%	-4%	-9%	28%	-16%	-7%	2%	-5%	18%

Screening results from PubChem.
